Myeloid diff MLP = induction of myeloid progenitor differentiation, primary screen, cell-based, flow cytometry, MLPCN library. 360,000 compounds, 1% hits. ER-HoxA9 myeloid progenitors, lysozyme-GFP differentiation. calls only at 10 µM;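 active = normalized GFP-positive differentiation at or above the plate's own cutoff, the solvent-only control mean plus 3 SD; inconclusive = no clear call, values can overlap the other calls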;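 note: cells exposed to compound for four days before flow analysis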
K1F lysis inhibition = inhibition of K1F phage lysis, E. coli UTI89, bacterial capsule biogenesis inhibitors, alamar blue (AID 488966); E. coli UTI89 K1F phage lysis, alamar blue, 2 h; higher % means a stronger effect; inhibition, % at 100 µM, or IC50 in µM where a hit was titrated; 340,000 compounds, 0.02% hits;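 active = phage lysis inhibition, versus mean bacterial control, above a set limit; inconclusive = no clear call, values can overlap the other calls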;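 note: capsule biogenesis inhibitors block K1F phage lysis so surviving cells raise fluorescence; higher fluorescence means more inhibition of phage lysis; actives were called in the ten point dose series up to 300 µM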
Myeloid diff MLP GFP+ MAC1+ % = recorded beside Myeloid diff MLP, whose call it bears; GFP+ MAC1+ double positive, %; measured here: differentiation confirmed by MAC1 staining
Active calls of the source: *; i = inactive; ? = inconclusive; . = no result given; [ ] = dose if it differs, or a comment.

Under each structure: K1F lysis inhibition | Myeloid diff MLP | Myeloid diff MLP GFP+ MAC1+ %
COCCN(C(=O)c1ccc(-c2ccc([N+](=O)[O-])cc2)o1)c1c(N)n(CC(C)C)c(=O)[nH]c1=O
 : -0.1%[50 µM] | i | 0.4
COC(=O)c1c(NC(=O)COC(=O)c2ccc(Cl)nc2)sc(C)c1C
 : 1.5%[50 µM] | i | 0.4
O=C(CCNC(=O)c1ccccc1Cl)NCCCSc1ccccc1
 : 0.6%[50 µM] | i | 1.3
CC(=O)c1ccc(NC(=O)C2CC2c2ccccc2)cc1 (stereo unspecified)
 : -0.8% | i | 0.4
O=C(Nc1ccc(S(=O)(=O)N2CCCC2)cc1)c1ccc(Cl)nc1
 : 2.5%[50 µM] | i | 0.5
Cc1ccc(C)c(NC(=O)CN(C)C(=O)c2ccc(-c3ccc(Cl)cc3)o2)c1
 : 1.1%[50 µM] | i | 0.5
Cc1nnc(SCC(=O)N(CC(C)C)c2c(N)n(Cc3ccccc3)c(=O)[nH]c2=O)n1N
 : 1.2%[50 µM] | i | 1.2
COc1ccc(CNCCCn2cnc3c(OCc4ccccc4)ncnc32)cc1
 : 0.0% | i | 0.2
Cc1c(C(=O)OCC(=O)N(C)CC(=O)Nc2ccc(F)cc2)oc2ccccc12
 : 0.2%[50 µM] | i | 0.3
COc1ccc(-n2cnc3sccc3c2=O)cc1
 : 0.0% | i | 0.4

Under each structure: K1F lysis inhibition | Myeloid diff MLP | Myeloid diff MLP GFP+ MAC1+ %
COc1ccc([C@H]2CC(=O)C=C(c3cc(Cl)ccc3OC)C2)cc1
 : 0.6% | i | 1.8
CCc1cccc2sc(N3CCN(C(=O)c4ccc([N+](=O)[O-])o4)CC3)nc12
 : -2.8%[50 µM] | ? | .
N#Cc1ccc(S(=O)(=O)N2CCN(CC(=O)NCC3(N4CCOCC4)CCCCC3)CC2)cc1
 : 0.6%[50 µM] | i | 0.1
COc1ccc(N2CC(C(=O)NCCc3ccc(Cl)cc3)CC2=O)c(OC)c1 (stereo unspecified)
 : 0.9%[50 µM] | i | 0.7
COc1ccc(C(=O)Nc2cccc3ccccc23)cc1
 : 0.0% | i | 1.2
CC1(c2ccccc2)NC(=O)N(CC(=O)N(c2ccccc2)C2CCS(=O)(=O)C2)C1=O (stereo unspecified)
 : -0.1% | i | 0.9
C[C@H](CO)N1C[C@H](C)[C@@H](CN(C)S(C)(=O)=O)Oc2c(NC(=O)c3ccncc3)cccc2C1=O
 : 0.4% | i | 3.0
Cc1ccccc1/C=N/NC(=O)c1ccc(-n2cnnn2)cc1
 : 0.3%[50 µM] | i | 0.3
CN(C)c1ccc(-c2cc3ccccc3c(=O)o2)cc1
 : -0.9% | i | 1.9
COc1ccccc1N(C)S(=O)(=O)c1ccc(C(=O)Nc2cccc(Br)c2)cc1
 : 1.9% | i | 0.3

Under each structure: K1F lysis inhibition | Myeloid diff MLP | Myeloid diff MLP GFP+ MAC1+ %
COc1cccc(NC(=O)Cn2cc(C(=O)C3CC3)c3ccccc32)c1
 : 1.1%[50 µM] | i | 0.7
CCCC1(c2ccccc2)NC(=O)N(CC(=O)N2CC(=O)Nc3ccccc32)C1=O (stereo unspecified)
 : 0.5%[50 µM] | i | 1.8
Cc1ccn2c(=O)c(NC(=O)COc3ccccc3)c(C)nc2c1
 : 1.0%[50 µM] | i | 0.4
COc1ccccc1N1CCN(Cc2cc(=O)c(OCC(=O)NC3CCCC3)co2)CC1
 : 1.2%[50 µM] | i | 0.8
CC[C@@]12C(=O)N(c3cccc(Br)c3)C(=O)N1[C@H](c1ccc(Br)cc1)[C@@H]1C(=O)N(C(C)(C)C)C(=O)[C@@H]12
 : 1.3% | i | 2.2
Cc1ccc(C2(C)NC(=O)N(CC(=O)N3CC(=O)Nc4ccccc43)C2=O)cc1 (stereo unspecified)
 : 0.9% | i | 0.6
CN(CC(=O)Nc1ccc(Cl)c(C(F)(F)F)c1)C(=O)c1cccc2cccnc12
 : -0.4%[50 µM] | i | 1.6
C[n+]1cccc(O)c1SCc1ccccc1
 : 0.1% | i | 1.0
O=C(c1ccccc1)N1CCN(S(=O)(=O)c2ccc(Cl)c(C(F)(F)F)c2)CC1
 : 0.4%[50 µM] | i | 0.4
CC(NS(=O)(=O)c1ccccc1)C1CC2CCC1C2 (stereo unspecified)
 : 0.1% | i | 0.9

Under each structure: K1F lysis inhibition | Myeloid diff MLP | Myeloid diff MLP GFP+ MAC1+ %
CCC(CO)Oc1cc(NC(=O)c2ccc([N+](=O)[O-])cc2)c2ncn(C(C)C)c2c1 (stereo unspecified)
 : -0.8% | i | 1.1
CCOC(=O)C1=C(COC(=O)CNC(=O)c2ccc(C(C)(C)C)cc2)NC(=O)NC1C (stereo unspecified)
 : -0.1%[50 µM] | i | 1.3
Cc1ccc(S(=O)(=O)N2CCN(C(=O)COC(=O)/C=C/c3cccc(Cl)c3)CC2)c(C)c1
 : -0.2%[50 µM] | i | 0.5
Cc1cc(C)c(S(=O)(=O)Nc2ccccc2)c(C)c1
 : -0.2% | i | 0.6
Cc1cccc(NC(=O)CSCC(=O)N(CCC(C)C)c2c(N)n(Cc3ccccc3)c(=O)[nH]c2=O)c1
 : -0.4%[50 µM] | i | 0.6
O=C1CC(NS(=O)(=O)c2ccc([N+](=O)[O-])cc2)CN1c1cccc(F)c1 (stereo unspecified)
 : -0.8%[50 µM] | i | 0.8
Cc1ccc(OCCC(=O)OCC(=O)NC(=O)NCc2ccccc2)cc1
 : 0.4%[50 µM] | i | 0.4
Cc1ccccc1Cc1c(C)nc2c(C(=O)N3CCN(Cc4ccc5c(c4)OCO5)CC3)cnn2c1C
 : 2.2% | i | 4.2
CN(CC(=O)Nc1ccc(Cl)cc1)C(=O)c1ccc(-n2cncn2)c([N+](=O)[O-])c1
 : 0.3%[50 µM] | i | 0.5
CC(=O)C[C@H]1c2ccccc2S(=O)(=O)N1C1CCCC1
 : 0.7% | i | 1.5

Under each structure: K1F lysis inhibition | Myeloid diff MLP | Myeloid diff MLP GFP+ MAC1+ %
CCN(CC)CCCn1c2c(c(SCC(=O)Nc3ccc(F)c(F)c3)nc1=O)CCC2
 : 0.7%[50 µM] | i | 0.6
CCOC(=O)N1CCN(C(=O)COC(=O)c2ccc([N+](=O)[O-])cc2Cl)CC1
 : 1.6%[50 µM] | i | 0.4
NNC(=O)c1nnsc1-c1csnn1
 : 0.4% | i | 0.7
COC(=O)CNc1nc(Cl)nc(NC2CCCCC2)n1
 : 0.7% | i | 0.5
COc1cccc(NC(=O)CN(C)C(=O)c2c(C)nn(-c3ccccc3)c2Cl)c1
 : 0.4%[50 µM] | i | 1.0
O=C(CN(Cc1ccco1)C(=O)c1ccc(N2CCCC2=O)cc1)Nc1ccccc1C(F)(F)F
 : 0.3%[50 µM] | i | 0.3
Cc1noc(C)c1S(=O)(=O)N(C)C[C@H]1Oc2c(NC(=O)C3CCCCC3)cccc2C(=O)N([C@H](C)CO)C[C@@H]1C
 : -0.2% | i | 0.6
C=CCn1c(SCC(=O)NC2CC2)nc2ccccc2c1=O
 : 0.8%[50 µM] | i | 0.5
COCCN(C(=O)C(C)N1C(=O)c2ccccc2C1=O)c1c(N)n(CC(C)C)c(=O)[nH]c1=O (stereo unspecified)
 : 1.0%[50 µM] | i | 0.7
CCCCCCCCCCCCN1[C@@H](CC(=O)OC)c2cc(C(F)(F)F)ccc2S1(=O)=O
 : 0.1% | i | 0.7

Under each structure: K1F lysis inhibition | Myeloid diff MLP | Myeloid diff MLP GFP+ MAC1+ %
Cc1ccc(NC(=O)Cc2nc(CN(C)CC(=O)Nc3ccc(C)cc3)cs2)cc1
 : 0.2%[50 µM] | i | 1.0
CC(C)CNS(=O)(=O)c1ccc(CCC(=O)NC2CCCCC2)cc1
 : -1.5% | i | 0.3
COc1ccc(C(CNC(=O)CCC(=O)c2ccc(C)s2)N2CCOCC2)cc1 (stereo unspecified)
 : 0.0%[50 µM] | i | 0.8
O=C(c1cccs1)N1CCN(c2nc3ccc([N+](=O)[O-])cc3s2)CC1
 : 1.3%[50 µM] | i | 0.9
CC(OC(=O)c1cc(S(=O)(=O)N2CCOCC2)ccc1F)C(=O)NC1CCCC1 (stereo unspecified)
 : 3.8% | i | 0.9
O=C(COC(=O)c1ccc(S(=O)(=O)C(F)F)cc1)Nc1ccccc1C(=O)NC1CC1
 : 0.3%[50 µM] | i | 0.4
OCC1OC(n2cnc3c(N4CCCCC4)ncnc32)C(O)C1O (stereo unspecified)
 : 3.1% | i | 1.5
CCCCn1c(N)c(N(CC)C(=O)c2ccc(-c3ccc(Cl)cc3)o2)c(=O)[nH]c1=O
 : 0.2%[50 µM] | i | 0.3
O=C(Nc1ccc([N+](=O)[O-])c(NC(=O)c2cccnc2)c1)c1cccnc1
 : 0.8% | i | 0.4
Cc1ccccc1OCCC(=O)OCC(=O)NC1CCCCC1
 : -1.2% | i | 0.2

Under each structure: K1F lysis inhibition | Myeloid diff MLP | Myeloid diff MLP GFP+ MAC1+ %
O=C(Nc1ccc(C(=O)N2CCCC2)cc1)C1CCC1
 : 0.2% | i | 1.1
CCOC(=O)C1(CC)Oc2ccccc2C(c2ccc(OC)cc2)=C1C(=O)OC (stereo unspecified)
 : 0.1% | i | 0.6
Cn1c(=O)c2[nH]c(SCCN3CCCCC3)nc2n(C)c1=S
 : -0.7% | i | 0.7
CCN(CC)S(=O)(=O)c1ccc(N2CCOCC2)c(NC(=O)CN2C(=O)NC3(CCCC3)C2=O)c1
 : 0.6%[50 µM] | i | 0.8
C=CCC1(C(=O)N(C)Cc2ccccc2)CCN(C(=O)OC(C)(C)C)CC1
 : 0.4% | i | 0.7
CC(=O)c1c(C)[nH]c(C(=O)COC(=O)C2(C)CC2(Cl)Cl)c1C (stereo unspecified)
 : 0.8%[50 µM] | i | 0.3
Cc1ccc2c(COC(=O)C3CC(=O)N(c4ccc5c(c4)OCCO5)C3)cc(=O)oc2c1 (stereo unspecified)
 : -0.5% | i | 0.3
COc1cccc(NC(=O)CN(C)C(=O)c2cccc(NS(=O)(=O)c3ccccc3)c2)c1
 : 0.9%[50 µM] | i | 0.9
CCN(CC)CCn1c2c(c(SCC(=O)Nc3nc4ccccc4s3)nc1=O)CCCC2
 : 1.3%[50 µM] | i | 0.5
CC(=O)N(C)c1ccc(N=Nc2ccc3ncccc3c2)cc1
 : -5.1% | i | 0.4

The last 3 records of the section before come first, to join the parts:
Under each structure: K1F lysis inhibition | Myeloid diff MLP | Myeloid diff MLP GFP+ MAC1+ %
COc1cccc(NC(=O)CN(C)C(=O)c2cccc(NS(=O)(=O)c3ccccc3)c2)c1
 : 0.9%[50 µM] | i | 0.9
CCN(CC)CCn1c2c(c(SCC(=O)Nc3nc4ccccc4s3)nc1=O)CCCC2
 : 1.3%[50 µM] | i | 0.5
CC(=O)N(C)c1ccc(N=Nc2ccc3ncccc3c2)cc1
 : -5.1% | i | 0.4
C/C=C1\COC(C(=O)NCCCN2CCCC2=O)(C(F)(F)F)C=C1C=C(C)C (stereo unspecified)
 : -0.5% | i | 1.5
Cc1c(C(=O)OCC(=O)NCCN2C(=O)CSC2=O)cccc1[N+](=O)[O-]
 : 0.6%[50 µM] | i | 1.4
CCOC(=O)C1=C(COC(=O)/C=C/c2ccc(OC)cc2)NC(=O)NC1C (stereo unspecified)
 : 0.0%[50 µM] | i | 1.0
O=C(Nc1ccc(S(=O)(=O)N2CCOCC2)cc1)c1cccc(Br)c1
 : 1.6% | i | 0.3
COc1cc(CN2CCN(C(O)(c3ccccc3)c3ccccc3)CC2)cc(OC)c1OC
 : -1.3% | i | 0.7
Cn1cccc1C(=O)OCC(=O)NCCCc1ccccc1
 : 0.6%[50 µM] | i | 0.6
Cc1ccc(S(=O)(=O)Nc2cccc(C(=O)NCC(c3ccc(F)cc3)N3CCOCC3)c2)cc1 (stereo unspecified)
 : 0.2%[50 µM] | i | 0.6
CC(C)C(NC(=O)OCc1ccccc1)C(=O)NC(Cc1ccc(O)cc1)C(=O)O (stereo unspecified)
 : 0.3% | i | 0.5
CC(C)C(NC(=O)C1CC(=O)N(Cc2ccccc2)C1)c1nc2ccccc2[nH]1 (stereo unspecified)
 : -0.9% | i | 0.3
CC(OC(=O)c1ccco1)C(=O)Nc1ncc(Cl)cc1Cl (stereo unspecified)
 : 1.1%[50 µM] | i | 0.6

Under each structure: K1F lysis inhibition | Myeloid diff MLP | Myeloid diff MLP GFP+ MAC1+ %
CCOc1ccc(S(=O)(=O)N2CCOCC2)cc1NC(=O)CCOc1ccc(C(C)(C)C)cc1
 : 1.3%[50 µM] | i | 0.5
Cc1cccc(C(=O)OCC(=O)NC2CC2)c1O
 : 1.3% | i | 0.9
CCCN(C(=O)c1cccc(S(=O)(=O)N2CCN(Cc3ccccc3)CC2)c1)C1CCS(=O)(=O)C1 (stereo unspecified)
 : 1.5%[50 µM] | i | 0.6
COc1ccccc1NC(=O)COC(=O)/C=C/c1cccs1
 : 0.5%[50 µM] | i | 1.2
OC(CC(O)c1ccccc1)c1ccccc1 (stereo unspecified)
 : 1.3% | i | 2.7
O=C(CC1SC(N2CCCCC2)=NC1=O)Nc1ccc(C(=O)NCc2ccccc2)cc1 (stereo unspecified)
 : -2.5% | i | 0.9
Cc1ccc(NS(=O)(=O)c2ccc(C(=O)NCCCN3CCCC3=O)cc2)cc1C
 : 0.8%[50 µM] | i | 0.9
COc1cc(C(=O)OCC(=O)N2CCCC2=O)cc(OC)c1C
 : 1.6%[50 µM] | i | 0.4
CC(=O)Nc1ccc(S(=O)(=O)Nc2ccc(-n3cnnn3)cc2)cc1
 : 0.5%[50 µM] | i | 0.5
O=C(COC(=O)c1cnccn1)Nc1c(Cl)cc(Cl)cc1Cl
 : 0.6%[50 µM] | i | 0.5
CCCn1c(SCC(=O)N2c3ccccc3CC2C)n[nH]c1=O (stereo unspecified)
 : 0.9%[50 µM] | i | 0.3

Source: PubChem

The list is partial (hit frequency here may not be typical).
